Assay outcomes: PubChem BioAssay, several laboratories
BAP1 inh: inhibitors of BAP1 deubiquitinase, primary screen, biochemical, Ub-AMC fluorescence, kinetic; 0.48% of 72,000 active; Ubiquitin carboxyl-terminal hydrolase BAP1 (Homo sapiens), Q92560; activity remaining (% of control), % at 20 µM; recombinant BAP1, Ub-AMC hydrolysis fluorescence kinetic; hits give low values;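 active means activity remaining at or below 50% of control, provided the compound also passes the data quality filters; inactive means the rest, including low values that fail the filters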;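 further: 100% = DMSO wells rate and 0% = substrate alone blank rate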
Target sequence (Q92560 whole entry, looked up): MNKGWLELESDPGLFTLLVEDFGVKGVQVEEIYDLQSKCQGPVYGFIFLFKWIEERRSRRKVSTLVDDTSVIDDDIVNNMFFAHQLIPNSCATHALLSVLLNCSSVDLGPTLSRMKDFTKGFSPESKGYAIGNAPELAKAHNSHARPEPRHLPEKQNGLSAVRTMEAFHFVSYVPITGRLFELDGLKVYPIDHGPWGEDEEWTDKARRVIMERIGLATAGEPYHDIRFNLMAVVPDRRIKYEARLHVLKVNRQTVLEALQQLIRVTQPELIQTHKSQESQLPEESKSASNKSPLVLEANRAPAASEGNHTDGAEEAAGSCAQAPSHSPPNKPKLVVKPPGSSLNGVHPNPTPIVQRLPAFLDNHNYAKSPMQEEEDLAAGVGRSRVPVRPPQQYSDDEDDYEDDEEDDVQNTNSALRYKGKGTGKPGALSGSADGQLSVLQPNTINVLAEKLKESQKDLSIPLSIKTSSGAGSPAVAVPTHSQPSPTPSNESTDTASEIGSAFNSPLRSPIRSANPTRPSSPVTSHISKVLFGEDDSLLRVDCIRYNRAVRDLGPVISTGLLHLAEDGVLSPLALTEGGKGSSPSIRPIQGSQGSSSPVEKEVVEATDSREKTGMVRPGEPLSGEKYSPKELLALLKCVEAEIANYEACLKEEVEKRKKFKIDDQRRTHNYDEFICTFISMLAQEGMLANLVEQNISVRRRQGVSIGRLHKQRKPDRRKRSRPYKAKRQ
HePTP inhibitor: inhibitors of human HePTP phosphatase, primary screen, biochemical, absorbance, leukemia target; Tyrosine-protein phosphatase non-receptor type 7 (Homo sapiens), P35236; recombinant HePTP phosphatase activity, OD absorbance; inhibition, % at 20 µM; 0.64% of 110,000 active; AID 521, 2006; in the data active means inhibition above about 50%;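 further: plate controls were vehicle for no effect and reference inhibitor for full effect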
Target sequence (P35236 whole entry, looked up): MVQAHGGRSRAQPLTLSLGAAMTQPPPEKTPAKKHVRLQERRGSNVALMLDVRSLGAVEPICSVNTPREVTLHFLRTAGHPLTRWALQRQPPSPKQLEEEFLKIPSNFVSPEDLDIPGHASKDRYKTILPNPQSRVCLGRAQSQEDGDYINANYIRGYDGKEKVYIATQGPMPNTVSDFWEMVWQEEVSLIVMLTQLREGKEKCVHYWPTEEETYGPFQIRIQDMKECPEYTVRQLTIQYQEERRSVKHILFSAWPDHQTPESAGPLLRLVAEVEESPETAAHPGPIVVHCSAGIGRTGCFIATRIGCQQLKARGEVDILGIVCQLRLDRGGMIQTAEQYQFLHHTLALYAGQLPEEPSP
* marks the source's active call; other numbers are inactive results; x = no result given; & = joins results of further samples.

SMILES	BAP1 inh	HePTP inhibitor
CCOC(=O)Cn1c(=O)oc2cc(S(=O)(=O)N3CCCC(C(=O)OCC)C3)ccc21 (configuration not stated)	97.9	-7.7
CCOC(=O)c1c(NC(=O)Cc2ccccc2)sc(C(=O)Nc2cc(C(F)(F)F)ccc2Cl)c1C	x	-2.5
COc1ccc(N2CCN(C(c3cc(OC)ccc3OC)c3nnnn3Cc3ccco3)CC2)cc1 (configuration not stated)	100.3	4.0
COCCCN=C(c1ccco1)n1c(=S)nc(-c2ccco2)n(CCCOC)c1=S	x	3.0
CCC1(CC)C(=O)N(C)C(=O)NC1=Nc1ccccc1	135.0	2.3
Cn1c(=O)[nH]c(=O)c2c1nc(N1CCCCCC1)n2CCCSc1nc2ccccc2o1	93.0	21.1
Cc1cc([N+](=O)[O-])ccc1N1C(=O)c2ccc(C(=O)Nc3ccccc3C(=O)O)cc2C1=O	x	-1.1
C=CCN(CC=C)C(=O)COc1ccc(Cl)cc1	x	-1.5
CCOc1cc(OCC)cc(C(=O)Nc2cccnc2)c1	x	0.9&3.0
COC(=O)CC1=NC(=O)CS1	98.6	-2.7
Cc1cc(C(=O)Nc2ccon2)cs1	120.5	9.5
Cc1ccc(CNC(=O)CCCn2c(=O)[nH]c3ccccc3c2=O)cc1	95.6	8.0
Cc1cc(C)n2c(SCC(C)C)nnc2n1	x	-11.9
COc1ccc(Oc2ccc(Oc3ccc(OC)cc3)cc2)cc1	x	-8.9
Cc1ccc(OCC(N)=O)c(Br)c1	x	3.8
COCCNC(=O)CN(c1ccc(OC)cc1OC)S(C)(=O)=O	x	-3.3
CCOC(=O)CN1CC23C=CC(O2)C(C(=O)O)C3C1=O (configuration not stated)	106.3	4.2
Cc1c(O)nc(SC2CC(=O)N(c3ccccc3)C2=O)[nH]c1=O (configuration not stated)	79.5	5.6
COc1ccccc1NC(=O)c1cc2ccccc2c(C=Nc2ccc(Cl)cc2)c1O	66.1	x
CC1=NN(c2ccc(S(N)(=O)=O)cc2)C(=O)/C1=C/c1ccc(-c2ccc(Cl)cc2Cl)o1	x	0.3
Cc1ccccc1OCC(=O)NCC1CCCO1 (configuration not stated)	122.8	4.3
CCOc1ccccc1NC(=O)CSc1nnc(-c2cnccn2)n1C	x	-8.6
COc1ccc(-c2cc(C(=O)N3CCN(C(c4ccccc4)c4ccccc4)CC3)no2)cc1	x	-2.9
CCOc1ccc2c(c1)N(C(=O)CN1C(=O)CCC1=O)C(C)(C)C=C2C	92.2	-4.1
CC(=O)Nc1ccc(C(=O)Cn2nnc3ccccc3c2=O)cc1	96.2	4.9
CCCCCNC(=O)c1cc(S(=O)(=O)N2CCCCC2)ccc1F	97.2	7.7
CC(=O)Nc1ccc(S(=O)(=O)NNC(=O)c2ccccc2Cl)cc1	x	-1.6
O=C(Nc1c(-c2ccccc2)nc2ccc(Cl)cn12)c1ccc(Br)cc1	x	2.1
Cc1ccc(C)c(NC2=NS(=O)(=O)c3ccccc32)c1	132.2	-1.6
CCCCOCCCNC(=O)COc1ccccc1	98.7	10.5
Cc1ccc(C2(C(F)(F)F)NC(=O)N3CCCN=C3S2)cc1 (configuration not stated)	x	8.1
CCC1CCCN1Cn1cnc2c([nH]c3ccccc32)c1=O (configuration not stated)	63.5	2.5
COc1ccc(Br)cc1C(=O)Nc1ccccc1C(F)(F)F	x	5.8
CCOc1ccc(NC(=O)c2ccc([N+](=O)[O-])o2)cc1	58.4	-0.3
CC(c1ccco1)N(C(=O)c1ccc(S(=O)(=O)N2CCCCC2)cc1)c1ccccn1 (configuration not stated)	90.8	-0.6
OCCN1CCN(c2nc(-c3ccccc3)nc3c2oc2ccccc23)CC1	82.1	11.0
CN1CCN(C(=O)c2cnn(-c3ccccc3)c2NC(=O)c2ccc(Br)cc2)CC1	x	-0.1
CC(C)(C)NC(=O)NC12CC3CC(CC(C3)C1)C2	x	-1.3
CC1(C)Cc2c(sc3ncn4nc(-c5ccco5)nc4c23)CO1	77.8	6.8
Nc1nonc1-c1nc2ccccc2n1CC(=O)N1CCN(c2ccc(F)cc2)CC1	x	0.1
COc1ccc(/C(N)=N/OC(=O)Cc2ccc(OC)c(OC)c2)cc1	x	5.9
CC(C1CC1)N1C(=O)C2C(C1=O)C1C=CC2C12CC2 (configuration not stated)	x	-6.7
COc1ccc(N2C(=O)C3CCCN3C2c2cccc(F)c2)cc1Cl (configuration not stated)	88.6	1.5
CCc1nnc(NC(=O)C2CCN(c3cnccn3)CC2)s1	83.3	-6.4
CCOC(=O)Cn1c(=O)c2c(nc(N3CCCCC3)n2C)n(C)c1=O	106.1	0.2
CCOc1cccc(/C=C2/SC(=S)NC2=O)c1O	x	4.5
CNC(=O)C(Sc1ccccc1)c1ccccc1 (configuration not stated)	93.7	8.1
O=C(O)C1C2C=CC(O2)C1C(=O)Nc1ccc(F)c(Cl)c1 (configuration not stated)	x	-1.4
CN1CCN(c2nc(-c3cccs3)cc(C(F)(F)F)n2)CC1	x	4.8
CC(=O)NC1=NC(=O)/C(=C/c2cc(C)n(-c3cccc(C(=O)O)c3)c2C)S1	x	100.9*
COC(=O)c1ccccc1NC(=O)CSc1nc(-c2ccco2)cc(C(F)(F)F)n1	x	-11.5
CCOc1ccc(NC(=O)c2ccco2)cc1	66.9	-2.6
COC(=O)COc1ccc(/C=C2\C(=O)C(C(=O)OC)=C(C)N2c2cc(C)cc(C)c2)cc1	x	-9.6
COc1ccc(C/C(N)=N/OC(=O)Cc2ccc(OC)c(OC)c2)cc1	x	-0.6
CCOC(=O)c1cccc(NC(=O)C2CCCN(S(=O)(=O)c3c(C)nn(C)c3C)C2)c1 (configuration not stated)	94.9	-5.4
COc1ccc(S(=O)(=O)Cc2ccc(C(=O)N3CCN(c4ccccc4)CC3)o2)cc1	92.0	1.9
CCOC(=O)C1=CN(C)C=C(C(=O)OCC)C1c1ccsc1	x	0.5
CC(C)(C)SCCNC(=O)CSc1ccccc1	90.8	2.5
CCOc1cc(/C=N/NS(=O)(=O)c2ccc(OC)cc2)ccc1OCCN1CCOCC1	x	3.7
O=C(CCN1C(=O)/C(=C/c2cccs2)SC1=S)Nc1nc2ccccc2s1	x	8.8
The results go on:
SMILES	BAP1 inh	HePTP inhibitor
Cn1c(=O)c2c(ncn2CC(=O)N2CCN(c3ccc(F)cc3)CC2)n(C)c1=O	90.9	2.3
Cc1ccc2cc(CN(CC3CCCO3)C(=O)C(C)C)c(=O)[nH]c2c1 (configuration not stated)	90.7	7.8
CCOC(=O)c1ccc(NC(=O)c2c(Cl)cccc2Cl)cc1	x	3.6
CCOC(=O)/C=C1\SCC(=O)N1Cc1nnc(-c2ccccc2Br)o1	62.7	15.1
COc1cccc(CNC(=O)C2CCN(S(=O)(=O)c3ccc(F)cc3)CC2)c1	94.6	8.6
CC(=O)c1cccc(NC(=O)CC2S/C(=N\N=C\c3ccc(C)o3)NC2=O)c1 (configuration not stated)	x	3.5
COc1ccc(C(=O)N2CCN(C3CCN(Cc4ccccc4)CC3)CC2)cc1	x	-4.3
COc1ccc(OC)c(NC(=O)c2ccc(OC)cc2OC)c1	x	1.0
COC(=O)C1=C(C)Nc2nnnn2C1c1ccc(Cl)cc1Cl (configuration not stated)	109.6	0.2
CC1(C)CC(C2N3CC4(C)CN2CC(C)(C3)C4=O)CCO1 (configuration not stated)	98.3	-5.2
COc1ccccc1CN1CCCC(C(=O)N(C)Cc2ccccc2)C1 (configuration not stated)	87.8	3.2
CN1C(=O)c2ccc(NC(=O)c3c(F)c(F)c(F)c(F)c3F)cc2C1=O	88.2	-2.2
CCOCCn1c(SCCCc2ccccc2)nc2c1c(=O)[nH]c(=O)n2C	103.5	-4.4
COC(C(=O)N1CCCCCC1)(c1ccccc1)c1ccccc1	x	2.3
CC1CCCCN1C(=O)c1cnn2c(C(F)(F)F)cc(-c3ccco3)nc12 (configuration not stated)	80.4	6.1
O=C(N/C(=C/c1cccc(Br)c1)C(=O)N1CCOCC1)c1ccccc1	x	6.7
COc1ccccc1CC(=O)Nc1cccc(C)c1C	x	-16.8
Cc1ccc(C(=O)CC2(O)C(=O)Nc3ccccc32)cc1 (configuration not stated)	x	5.9
Cc1cc(N2CCN(c3ccccc3)CC2)nc(-c2ccccc2)n1	111.3	4.6
CC(C)CCNC(=O)C(c1ccco1)N(CC1CCCO1)C(=O)Cn1nnc2ccccc21 (configuration not stated)	101.7	-0.4
COc1cccc(NC(=O)N2CCCC2C(=O)NCC(C)C)c1 (configuration not stated)	100.2	0.4
CCOc1cccc2c1N(C(=O)Cc1ccccc1)C(C)(C)c1ssc(=S)c1-2	x	2.5
Brc1ccc(NCc2nnc3n2CCCCC3)cc1	121.5	12.9
Cn1c(=O)c2c(nc(CN3CCC(C(N)=O)CC3)n2CCCc2ccccc2)n(C)c1=O	136.8	2.0
CCOc1cc(OCC)cc(C(=O)Nc2cc3nn(-c4ccc(OC)cc4)nc3cc2C)c1	x	2.9
O=C(O)CCC(=O)N1N=C(c2c(-c3ccccc3)c3cc(Cl)ccc3[nH]c2=O)CC1c1ccc([N+](=O)[O-])cc1 (configuration not stated)	x	8.1
O=C(Nc1ccc(Cl)cc1)c1ccccc1[N+](=O)[O-]	x	-7.4
CC(=O)c1cccc(NC(=O)C=C(C)C)c1	52.4	8.7
O=C(NNc1nc2ccccc2s1)c1ccc(Br)cc1	x	-7.9
O=C(c1ccc([N+](=O)[O-])cc1)N1CCN(C2CC3CCC2C3)CC1 (configuration not stated)	x	1.7
COc1cc(NC(=O)c2noc3c2CCCC3)c(OC)cc1Cl	74.7	7.2
CCCCP(=O)(CCCC)CCP(=O)(CCCC)CCCC	x	-12.9
Cc1[nH]nc2c1C(c1cccc(OC(=O)N3CCOCC3)c1)C(C#N)=C(N)O2 (configuration not stated)	102.5	2.6
CC(c1ccccc1)N1C(=O)c2ccccc2C1(O)Cc1ccccc1 (configuration not stated)	x	0.8
CCOc1ccc(C(=O)Nc2nc(-c3ccccc3)cs2)cc1Cl	63.0	x
O=C(/C=C/c1ccc2c(c1)OCO2)NCC1CCCO1 (configuration not stated)	x	-21.4

Complete entries as entered above:
Cn1c(=O)[nH]c(=O)c2c1nc(N1CCCCCC1)n2CCCSc1nc2ccccc2o1 across the screens: BAP1 inh: 93.0; HePTP inhibitor: 21.1
CC1=NN(c2ccc(S(N)(=O)=O)cc2)C(=O)/C1=C/c1ccc(-c2ccc(Cl)cc2Cl)o1 across the screens: BAP1 inh: x; HePTP inhibitor: 0.3

Other compounds follow:
SMILES	BAP1 inh	HePTP inhibitor
Cn1nc(C(=O)Nc2cccc(C(F)(F)F)c2)ccc1=O	110.3	2.8
CC(=O)c1cc(F)c(N2CCN(CCC#N)CC2)cc1C	x	1.5
Nc1c(S(=O)(=O)O)cc(Nc2ccc(Nc3nc(Cl)nc(Nc4ccc(S(=O)(=O)O)cc4)n3)c(S(=O)(=O)O)c2)c2c1C(=O)c1ccccc1C2=O	7.6*	x
CC1(C)CC(=O)C(C=Nc2cccnc2)=C(O)C1	105.4	6.9
O=C1NC(=S)N(c2ccccc2)C(=O)/C1=C/c1ccc(Br)cc1	x	-2.2
CC(C)c1nnc(NC(=O)c2ccc(S(=O)(=O)N3CCOCC3)cc2)s1	95.1	-3.8
CCCOC(=O)NC(CC)COC(=O)Nc1cccc(C)c1C (configuration not stated)	104.3	6.9
CCc1cc(=O)n2[nH]c(C)c(-c3ccccc3OC)c2n1	100.2	11.5
Cc1ccc(N2C(=O)c3cccc4c(N5CCN(C)CC5)ccc(c34)C2=O)c2cccnc12	114.3	7.4
C/C(Cn1nnc([N+](=O)[O-])n1)=N/NC(=O)c1ccc(Cl)cc1	x	2.9
O=C(Nc1ccccc1)c1ccccc1C(=O)N1CCCCC1	x	3.2
CCCCn1nnnc1SCC(=O)N1CCN(C(=O)c2ccco2)CC1	98.7	5.9

Gathered by group: those above with two or more sulfur atoms (seven)
SMILES	BAP1 inh	HePTP inhibitor
COCCCN=C(c1ccco1)n1c(=S)nc(-c2ccco2)n(CCCOC)c1=S	x	3.0
CCOc1cccc(/C=C2/SC(=S)NC2=O)c1O	x	4.5
CC(C)(C)SCCNC(=O)CSc1ccccc1	90.8	2.5
O=C(CCN1C(=O)/C(=C/c2cccs2)SC1=S)Nc1nc2ccccc2s1	x	8.8
CCOc1cccc2c1N(C(=O)Cc1ccccc1)C(C)(C)c1ssc(=S)c1-2	x	2.5
Nc1c(S(=O)(=O)O)cc(Nc2ccc(Nc3nc(Cl)nc(Nc4ccc(S(=O)(=O)O)cc4)n3)c(S(=O)(=O)O)c2)c2c1C(=O)c1ccccc1C2=O	7.6*	x
CC(C)c1nnc(NC(=O)c2ccc(S(=O)(=O)N3CCOCC3)cc2)s1	95.1	-3.8

(next part)
SMILES	BAP1 inh	HePTP inhibitor
N#Cc1c(NC(=O)c2cc(S(=O)(=O)N3CCOCC3)c(Cl)cc2Cl)sc2c1CCCC2	x	5.1
CC1=C(C#N)C2C(/C1=N/O)C2(C)C (configuration not stated)	111.3	11.5
COC(=O)CN(c1ccc(C)cc1)S(=O)(=O)c1ccc(SC)cc1	x	-2.6
COc1c(I)cc(I)cc1/C=N/NC(=O)C1COc2ccccc2O1 (configuration not stated)	x	-5.6
O=C(/C=C\c1ccccc1)Nc1ccc2c3c(cccc13)CC2	x	-1.6
Cc1cccc(NC2=NC(C)(C)N=C(N)N2)c1C	86.9	3.6
Cc1ccc(-c2ccc(C=C3C(=O)N(C)C(=O)N(C)C3=O)o2)cc1[N+](=O)[O-]	x	-2.2
COc1ccc(S(=O)(=O)Nc2ccc(C)cc2)cc1OC	99.8	1.9
CCCCNC(=O)OCCNC(=O)Oc1cccc(C)c1	107.5	5.2
CC(C)C(=O)Nc1ccc(NC(=O)c2ccco2)cc1	x	-2.7
COc1ccc(C(=O)n2nc(-c3ccccc3)nc2N)cc1OC	67.4	5.9
COC(=O)c1cc(C(=O)Nc2ccc(C(C)=O)cc2)cc([N+](=O)[O-])c1	x	5.6
